Screening data: PubChem BioAssay, several laboratories
EBV gp42 block – inhibitors of Epstein-Barr virus glycoprotein 42. AID 1085. inhibition, % (tested at 21.74 µM). Fluorescence polarization binding assay, mP read-out. 220,000 compounds, 0.42% hits; in the data active = inhibition above about 50%
Target sequence (Q1HVG2 whole entry, looked up): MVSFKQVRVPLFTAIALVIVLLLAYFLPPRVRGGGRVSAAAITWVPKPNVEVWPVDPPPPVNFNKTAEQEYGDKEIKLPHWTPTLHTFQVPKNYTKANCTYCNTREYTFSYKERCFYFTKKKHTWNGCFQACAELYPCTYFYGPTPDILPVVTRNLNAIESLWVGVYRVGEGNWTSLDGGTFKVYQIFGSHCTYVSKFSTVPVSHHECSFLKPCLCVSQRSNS
PPC-1+TRAIL kill – kills PPC-1 cancer cells in the presence of TRAIL; PPC-1 cells + TRAIL, ATPLite viability luminescence; cell killing (% activity), % at 4 µM; 220,000 compounds, 0.41% hits; AID 1443;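 active = cell killing above 50% in the first pass at 4 µM, then a duplicate retest at 5 µM averaging 50% or more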;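 note: plate controls were cells with TRAIL plus DMSO for no effect and medium-only wells lacking cells for full effect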
zfTRPN1 agonist – zebrafish TRPN1 (NompC) channel agonism; activation, % at 3 µM; 220,000 compounds, 0.18% hits; HEK293 zebrafish TRPN1-YFP, Fluo-8 calcium fluorescence; 100% = response to 87 µM carbachol;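 active = activation above its plate's cutoff, the mean activation of test wells on that plate plus 3 SD, cut at about 19% in these data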;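 note: 0% = DMSO alone and 100% = 87 µM carbachol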
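Assay system: Zebrafish TRPN1-YFP in HEK293 cells | Incubation: Dye loading 1 h at 37 °C, then 30 min room temperature | Measured by: Kinetic Fluo-8 fluorescence, ex 470-495, em 515-575 nm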
Furin inh – blocks human furin protease activity | P09958 | purified furin, fluorogenic substrate cleavage | inhibition, % at 30 µM | 220,000 compounds, 0.061% hits | AID 463115; in the data active = inhibition above about 25%; note: inactives centre near -15
Thrombin inh – blocks human thrombin protease activity. P00734. alpha-thrombin, Boc-VPR-AMC fluorogenic substrate cleavage. inhibition, % at 5 µM. 220,000 compounds, 0.26% hits;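 active = inhibition at or above 40%; inactive = inhibition below 40%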;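 note: 0% = enzyme with no compound and 100% = wells without enzyme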
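Material: human alpha-thrombin enzyme / Medium: pH 7.5 Tris (50 mM) with NaCl 150 mM, Tween 20 0.05% / Compound: single-point dosing at 5 µM, 0.2% DMSO / Incubation: enzyme reaction carried out at room temperature / Detection: AMC fluorescence, 355/460 nm / Read-out basis: percent inhibition scaled between no-compound controls and no-enzyme blanks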
m-calpain inh – blocks pig calpain II enzyme activity; inhibition, % at 16 µM; 220,000 compounds, 0.37% hits; purified calpain II, fluorogenic peptide substrate, 30 min;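 active = inhibition above about 50%, limit read from the data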
TRPML3 ag – human mucolipin-3 channel agonism. Q8TDD5. HEK293 TRPML3-YFP, Fluo-8 calcium fluorescence; 100% = the carbachol control signal. activation, % at 3 µM. 220,000 compounds, 0.29% hits;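 active = activation above its plate's cutoff, the mean activation of the plate's test wells plus 3 SD, cut at about 12% in these data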;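 note: 0% = DMSO only wells and 100% = carbachol wells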
Target sequence (Q8TDD5 whole entry, looked up): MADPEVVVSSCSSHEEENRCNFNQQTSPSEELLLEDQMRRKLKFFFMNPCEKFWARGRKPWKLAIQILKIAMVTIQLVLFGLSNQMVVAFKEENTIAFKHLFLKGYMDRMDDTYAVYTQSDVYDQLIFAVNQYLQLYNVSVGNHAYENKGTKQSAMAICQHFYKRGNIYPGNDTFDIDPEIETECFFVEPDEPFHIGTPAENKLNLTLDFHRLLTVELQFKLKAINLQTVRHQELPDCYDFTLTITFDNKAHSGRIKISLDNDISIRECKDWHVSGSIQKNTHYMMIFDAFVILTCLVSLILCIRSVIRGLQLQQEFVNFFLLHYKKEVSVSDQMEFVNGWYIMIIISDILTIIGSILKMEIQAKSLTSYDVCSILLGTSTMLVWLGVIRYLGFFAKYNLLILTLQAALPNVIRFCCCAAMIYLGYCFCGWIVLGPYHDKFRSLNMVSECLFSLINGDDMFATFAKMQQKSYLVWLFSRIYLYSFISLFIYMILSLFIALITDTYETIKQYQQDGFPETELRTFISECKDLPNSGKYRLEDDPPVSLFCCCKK
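Test system: HEK293 cells stably carrying human TRPML3-YFP; Doses: single dose, 3 µM final nominal compound, 0.3% DMSO final; Schedule: dye loading 1 h 37 °C then 30 min ambient, 125 s read; Technique: Fluo-8 calcium fluorescence; Benchmarks: high control carbachol 87 µM, low control DMSO.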
TbHK1 inh – blocks Trypanosoma brucei hexokinase 1 activity; recombinant TbHK1, G6PDH-coupled NADH A340; inhibition, % at 10 µM; 220,000 compounds, 0.11% hits;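 active = inhibition of 50% or more in the single-dose primary screen; inactive = inhibition below 50%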
Cl transport mod – modulators of human KCC2 chloride dependent transport; B-score of Tl+ flux slope (higher = more flux/activation; lower = inhibition) at 10 µM; KCC2 cells, thallium flux FluoZin-2 fluorescence; 190,000 compounds, 2.2% hits; AID 1456; Q9H2X9;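 active = thallium flux slope and its plate-corrected score both differing from the plate sample mean at a set confidence after two filtering rounds, in either direction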;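 note: slope of fluorescence scaled to starting intensity during 10 to 20 s after thallium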
* = called active by the depositor; i = inactive; · = not tested or not shown; [ ] = dose if it differs, or a comment.

SMILES	EBV gp42 block	PPC-1+TRAIL kill	zfTRPN1 agonist	Furin inh	Thrombin inh	m-calpain inh	TRPML3 ag	TbHK1 inh	Cl transport mod
CCOC(=O)CNC(=O)CN1C(=O)CCS(=O)(=O)c2ccccc21	-9	2	0.0	-18[20 µM]	2	-14	0.1	-6	0.44
Cc1ccc(OC(=O)COc2ccccc2)c(-n2nc3ccccc3n2)c1	1	22	-0.8	-13[20 µM]	-24	25	-0.6	0	i
CCOC(=O)C(C)n1cnc2c1c(=O)[nH]c(=O)n2C (centres undefined)	-18	24	0.9	-6[20 µM]	-1	-15	0.5	2	1.1
O=C(COC(=O)c1ccc2c(c1[N+](=O)[O-])C(=O)c1ccccc1C2=O)NC1CC1	-3	37	1.8	-30	6	-41	1.4	-11	-0.093
Cn1c(=O)c2c(ncn2CC(=O)NC(C)(C)C)n(C)c1=O	-24	5	0.8	-21	1	-13	0.6	9	·
S=c1[nH]ccn1-c1cccc(Cl)c1	-5	4	-0.5	-6	28	16	-0.6	37	1.6
CCn1c(SCc2ccccc2)nnc1C1CCCCC1	-7	8	-0.7	-5	-11	-10	1.0	-1	0.15
COC(Cn1c(-c2cccc(S(=O)(=O)N(C)C)c2)n[nH]c1=S)OC	-8	10	1.4	-21	4	-4	0.4	-1	-0.38
COc1ccc(C(=O)NNC(=O)CN2CCC(n3nnc4cc(C(F)(F)F)ccc43)CC2)cc1	-8	0	2.3	-23[20 µM]	-7	19	1.2	4	1.1
Cc1ccc(C(=O)/C=C/c2ccccc2[N+](=O)[O-])cc1	-4	8	-3.1	-26	-4	-11	-0.1	-1	0.44
CCc1ccc(/C=C/C(=O)c2ccc(N3CCOCC3)cc2)cc1	-3	18	0.4	-16	-1	13	0.8	-10	-0.029
CC(C)NC(=O)c1cnc(Sc2ncc(C(F)(F)F)cc2Cl)n1C	-12	14	-0.4	-27[20 µM]	1	-16	1.1	-1	0.00068
N#CC1=C(N)C(C#N)(C#N)C2(CCC3(CC2)OCCO3)C2CC3(CC=C12)OCCO3 (centres undefined)	-4	-1	3.6	-13	-3	-16	2.4	5	0.052
CCc1nnc(SCC(=O)Nc2ccc3c(c2)OCO3)o1	-10	20	0.7	-16[20 µM]	3	-21	0.2	-7	-0.72
COc1ccc(-n2cc(CNCc3cnc4ccccn34)c(-c3cccc(F)c3)n2)cc1	4	0	0.6	-27	-2	-15	0.5	-3	-0.12
CC(C)CC[n+]1ccn(C2=C([O-])c3ccccc3C(=O)/C2=N\S(=O)(=O)c2ccccc2)c1	-3	-27	0.6	-2[20 µM]	1	23	1.2	-6	-0.56
Nc1c(Sc2ccccc2)c(=O)[nH]c(=O)n1Cc1ccccc1	·	·	-0.9	-23[20 µM]	·	·	0.2	-7	-0.5
CCN1CCN(CCNC(=O)Nc2ccc([N+](=O)[O-])cc2)CC1	-19	-7	1.3	-12	-2	30	0.9	-25	0.2
COCC(=O)NNC(=O)Cc1ccc(Cl)cc1	-14	19	0.1	-22	-6	-11	1.0	-3	-0.028
Nc1ccc(-n2nc(C(F)(F)F)cc2C(F)(F)F)cc1	-4	5	4.8	-9	4	-6	2.8	-2	-1
O=S(=O)(NCc1cccc(C(F)(F)F)c1)NCc1ccccc1F	-18	4	-0.5	-29	-5	-15	-0.7	-4	-1
CC1(C)CC(=O)C2=C(C1)N(c1ccccc1)C(=O)C2(O)C(F)(F)F (centres undefined)	2	34	-0.1	2	-12	19	-0.2	22	-1.1
Brc1ccc(-c2noc(CCc3ccccc3)n2)cc1	·	·	-0.3	-9[20 µM]	·	·	0.6	8	0.34
CCc1ccc(/C=C(\Cl)c2nc3cc(Cl)ccc3c(=O)[nH]2)cc1	-26	2	2.1	-11	-3	-36	0.6	3	0.4
O=C(O)c1ccc(/C=C/c2nc3sc4c(c3c(=O)[nH]2)CCC4)cc1	-7	8	0.7	-9	-2	-232	0.8	-25	0.59

(continued)
SMILES	EBV gp42 block	PPC-1+TRAIL kill	zfTRPN1 agonist	Furin inh	Thrombin inh	m-calpain inh	TRPML3 ag	TbHK1 inh	Cl transport mod
O=C1CCCN1c1ccc(S(=O)(=O)Oc2cccc(Cl)c2)cc1[N+](=O)[O-]	-18	-5	3.1	-6[20 µM]	-1	-1	0.8	-1	·
NC(=S)N=Nc1c(O)[nH]c2ccc(F)cc12	2	-10	0.9	-10	8	-4	0.2	-20	1.7
Cc1ccc(S(=O)(=O)N2CCN(S(=O)(=O)N3CCOCC3)CC2)cc1C	-17	12	0.2	-9[20 µM]	-4	0	0.9	2	0.59
Cc1nc2c(C(=O)N3CCCC3)cnn2c(C)c1Cc1c(F)cccc1Cl	-21	-8	-0.5	-22[20 µM]	1	-124	0.5	-15	-1.2
c1ccc(-n2cc(CN3CCCC(CN4CCCC4)C3)c(-c3ccc4c(c3)OCO4)n2)cc1 (centres undefined)	-27	3	0.6	-17	-11	-28	1.6	2	·
COC(=O)C1=C(C)N(Cc2ccco2)C(=O)N[C@H]1c1cccc(C(F)(F)F)c1	0	16	-0.7	-7	3	1	-0.8	-2	0.29
CCn1nnnc1SCC(=O)c1ccc(C)cc1	-8	17	-0.6	0[20 µM]	2	-8	-0.1	-3	0.18
CC1CCCC(NC(=O)COC(=O)CCSc2ccccc2)C1C (centres undefined)	-9	21	-1.9	-17	-10	33	-0.8	6	·
CCOC(=O)c1c(NC(=O)CSc2nncn2C)sc(C)c1C	10	2	0.7	-18[20 µM]	-3	-39	0.7	-11	·
CCOC(=O)C(C)c1c(C)[nH]c(=S)[nH]c1=O (centres undefined)	-8	-16	-0.8	-9[20 µM]	-5	6	0.9	-3	0.19
COc1ccc(C2C(C#N)=C(N)Oc3cc4c(cc32)OCO4)cc1 (centres undefined)	-2	2	0.9	-9[20 µM]	4	-9	0.3	4	-0.04
COc1ccc(C)cc1NC(=O)COC(=O)C1CCN(C(=O)c2ccc(Cl)cc2)CC1	5	7	-0.8	1	27	20	-0.4	7	-1.6
O=C(Nc1ccc(Cl)cc1)Nc1nnc(CSc2ccc(Cl)cc2)s1	-11	23	0.8	-17	-7	5	0.5	-1	0.14
Cc1oc(CC(C)C)c(CN)c1C(=O)O	37	-5	1.1	-22[20 µM]	-1	14	1.0	2	-0.17
Cc1cc(C)nc(SCc2cn3c(C)cc(C)nc3n2)n1	-10	16	0.3	-22	-2	-174	0.7	-7	-0.65
CC(=O)N1CCCC(C(=O)c2ccc(Oc3ccccc3)cc2)C1 (centres undefined)	2	12	6.3	-5	-10	16	2.2	6	0.95
COc1ccc(Br)cc1S(=O)(=O)N1CCN=C1C	-3	0	2.5	-3	4	11	-0.2	6	·
Cc1ccc(S(=O)(=O)C2(C(=O)NC3CCCC3)CC2)cc1	-30	17	1.0	-13[20 µM]	-9	-18	-0.8	1	-0.33
COC(=O)[C@@H](NC(=O)NCc1ccc(F)cc1)C(C)C	-8	-2	0.1	-18[20 µM]	-20	-41	0.8	7	0.12
CN(C)C(=O)NC1C=CS(=O)(=O)C1 (centres undefined)	-3	37	0.7	-13	-2	17	0.5	1	0.27
O=C(Cn1c(=S)nc2ccccn21)N1CCc2ccccc2C1	-3	-12	0.1	-19[20 µM]	-9	-37	0.9	2	0.52
Cc1ccc(C(=O)COC(=O)c2cccs2)cc1	-15	15	-1.7	-19[20 µM]	6	5	-0.1	-2	·
COc1ccc(C(=O)C2CCCN(Cc3c(C)[nH]c4ccccc34)C2)c(OC)c1 (centres undefined)	-17	18	1.5	-22	1	-32	0.5	-10	·
COc1ccc(OCC(=O)N2CCN(C(=O)Cc3ccccc3)CC2)cc1	-27	18	-1.6	-20[20 µM]	-8	7	0.8	0	-0.11
O=C(/C=C/c1c(Cl)cccc1Cl)Nc1ccncc1	-13	11	1.9	-1[20 µM]	0	10	0.3	-15	-0.75

Grouped by structure: those above containing a cyano group.
SMILES	EBV gp42 block	PPC-1+TRAIL kill	zfTRPN1 agonist	Furin inh	Thrombin inh	m-calpain inh	TRPML3 ag	TbHK1 inh	Cl transport mod
N#CC1=C(N)C(C#N)(C#N)C2(CCC3(CC2)OCCO3)C2CC3(CC=C12)OCCO3 (centres undefined)	-4	-1	3.6	-13	-3	-16	2.4	5	0.052
COc1ccc(C2C(C#N)=C(N)Oc3cc4c(cc32)OCO4)cc1 (centres undefined)	-2	2	0.9	-9[20 µM]	4	-9	0.3	4	-0.04

More structures follow.
SMILES	EBV gp42 block	PPC-1+TRAIL kill	zfTRPN1 agonist	Furin inh	Thrombin inh	m-calpain inh	TRPML3 ag	TbHK1 inh	Cl transport mod
CCOC(=O)C1CCN(C(=O)c2cc3cc(Br)ccc3oc2=O)CC1	2	18	0.7	-29	0	-19	0.7	-11	0.35
Cc1ccccc1CSc1ccc(-c2ccc3c(c2)OCO3)nn1	1	6	-0.8	-13	-4	27	0.2	1	-1.5
CCN(CC(=O)NCc1ccc(Cl)cc1)CC(=O)Nc1ccc(C(N)=O)cc1	-7	-3	-0.7	-33	5	-16	0.4	0	0.37
CCS(=O)(=O)N1Cc2ccccc2CC1C(=O)OCC(=O)N(C(C)C)C(C)C (centres undefined)	1	11	2.7	-31	1	-55	0.8	-1	-1
O=C(c1ccc(Br)o1)N1CCN(c2ccc3nnc(-c4ccc(F)cc4)n3n2)CC1	3	16	1.2	-12	-11	-123	0.9	-2	-1.3
Cc1ccc(S(=O)(=O)N(C)c2c(C)ccc(S(=O)(=O)N3CCN(C=O)CC3)c2C)cc1	-11	22	1.5	-2	-1	-8	-0.1	-8	0.11
CSc1cccc(NC(=S)N2CCC(N(C)C3CCCCC3C)CC2)c1 (centres undefined)	4	18	-0.9	-4	-8	-4	-0.2	3	0.069
COc1cccc(C(=O)c2c[nH]c(C(=O)NCc3cccnc3)c2)c1	-13	11	-0.1	-18	-2	4	0.9	-5	0.019
Cc1cccc(NC(=O)C(C)n2cc([N+](=O)[O-])cn2)n1 (centres undefined)	-3	1	0.7	-11	1	-10	0.3	2	0.58
COc1ccc(S(=O)(=O)N2CCCCCC2)cc1NC(=O)Cc1ccccc1	2	27	-0.3	-16	15	16	0.8	-6	0.2
CC1(C)CC(=O)C=C(Nc2ccccc2NC(=O)c2cnccn2)C1	-22	6	0.7	-10[20 µM]	-12	-11	0.1	-12	0.0034
CC(=Nc1ccc2c(c1)nc(CO)n2C)C1=C(O)CC(C)(C)CC1=O	-12	12	1.4	-1	2	-23	0.6	-12	·
COc1cc2cc(CN(CCc3ccccc3C)C(=S)NCCCN3CCOCC3)c(=O)[nH]c2cc1OC	-2	11	-0.4	-25	1	-194	0.9	-22	0.65
O=C(NC1CCCCC1)C1CC=CCC1C(=O)OCC(Cl)=C(Cl)Cl (centres undefined)	-7	6	-1.7	-18[20 µM]	4	30	-0.8	-2	-0.15
CCCN1C(=O)c2cc(C(=O)O)ccc2C1O (centres undefined)	2	1	1.2	-19	-10	-38	-0.1	-3	0.31
O=C(Nc1cccc(C(F)(F)F)c1)/C(=C/c1ccco1)NC(=O)c1cccs1	-6	-4	-1.5	-3[20 µM]	5	12	-1.1	-14	·
COC(=O)[C@@]1(Cc2ccc(F)cc2)[C@H]2c3cc(C(=O)N4CCCC4)n(CCO)c3C[C@H]2CN1C(=O)c1ccccc1	-1	-5	3.8	-11	4	-46	1.5	-7	-0.7
Cc1ccc(CNC(=O)COC(=O)c2ccc(S(=O)(=O)N3CCCC3)cc2)cc1	-18	18	-0.1	-15[20 µM]	7	-4	0.8	-1	0.011
CCOC(=O)C(C)Oc1cccc2c(=O)n(CC(=O)NCc3ccccc3)ccc12 (centres undefined)	-3	7	1.5	-18	-4	-3	0.1	-4	0.11
